Mdm2 ligase inh – inhibitors of human Mdm2 E3 ubiquitin ligase | cell-based MDM2 ubiquitination luciferase reporter, 2 h; 0 = plate control, 100 = twice control, blank-subtracted | hit rate 0.11% among 210,000 | Q00987 | signal enhancement, % at 5 µM;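 active = signal enhancement of 30% or more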;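 also: luminescence tracks abundance of the self-degrading MDM2-luciferase fusion protein; higher signal means inhibition of MDM2 E3 ligase activity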
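system = mammalian cells stably expressing self-ubiquitinating, self-degrading MDM2 E3–luciferase fusion | quantity = 2000 cells per well seeded | incubation = 4 h cell settling then 2 h compound exposure, 37 °C | signal = SteadyLite luminescence, 15 min reagent step | benchmarks = plate control and blank wells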
NPY2 pot ag – human NPY-Y2 potentiation or agonism, primary screen; cells expressing NPY-Y2, potentiator/agonist read-out; P49146; hit rate 0.45% among 220,000; AID 1359; activation, % at 3.6 µM; in the data active = activation above about 27%;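 also: cells stimulated with NPY near EC25 plus isoproterenol at EC100; 0% = vehicle plus submaximal agonist and 100% = vehicle plus saturating agonist; some results beyond the cut were filed as inactive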
BaF3 parental – counter-screen for JAK2V617F inhibitors: parental Ba/F3 viability inhibitors. CellTiter-Glo ATP luminescence. inhibition, % at 5.6 µM. hit rate 1.1% among 220,000;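 active = inhibition above a per-campaign cutoff, the mean inhibition of all tested compounds plus 3 SD, cut at about 27% in these data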;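 also: 0% = DMSO wells and 100% = JAK Inhibitor I control wells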
Wee1 degr inh – inhibitors of human Wee1 degradation; HeLa Luc-Wee1K328M stability, luciferase luminescence; 100% = proteasome inhibitor MG132 effect; reporter increase, % at 5 µM; hit rate 1.2% among 220,000;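 active = activation above the mean of all tested compounds plus 3 SD, set per screening run, cut at about 8.8% in these data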;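 also: cells exposed to compound for 20 h before luminescence read; 0% = DMSO alone and 100% = MG132 at 30 µM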
S1P4 ag – activates the human S1P4 receptor. S1P4-expressing cell line, agonist reporter assay. activation, % at 4.98 µM. hit rate 0.35% among 220,000; in the data active = activation above about 11%;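 also: 0% = DMSO vehicle and 100% = reference agonist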
Ba/F3 V617F tox – reduce viability of Ba/F3 cells dependent on JAK2V617F; Ba/F3 EpoR-JAK2V617F viability, ATP luminescence; AID 1446; inhibition, % at 5.6 µM; hit rate 1.1% among 220,000;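 active = inhibition above the campaign mean plus 3 SD over all tested compounds, cut at about 24% in these data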;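 also: cytokine-independent growth of Ba/F3 cells driven by EpoR plus mutant JAK2; 0% = DMSO-treated cells and 100% = JAK inhibitor I control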
S1P4 antag – antagonists of human S1P4 receptor. hit rate 0.26% among 220,000. inhibition, % at 4.98 µM. O95977. S1P4-expressing cells, antagonist mode, reporter read-out; in the data active = inhibition above about 29%;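 also: 0% = wells stimulated with agonist and 100% = vehicle wells without agonist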
eIF4E-4G inh – blocks eIF4E binding to eIF4G. TR-FRET eIF4E-eIF4GI(517-606) binding, 2 h. hit rate 0.37% among 220,000. AID 782. P63073+Q04637. inhibition, % at 21.7 µM;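 active = inhibition above about 30%, limit read from the data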;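 also: 0% = full FRET control wells and 100% = background wells lacking eIF4GI fragment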
PERK inhibitor – blocks human PERK kinase | CHO PERK-DD fusion, SEAP luminescence translation reporter | inhibition, % at 5.6 µM | hit rate 0.17% among 220,000 | AID 1416;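 active = inhibition above the mean inhibition of all tested compounds plus 3 SD, set separately per screening campaign, cut at about 2.9% in these data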;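 also: PERK kinase domain activated by AP20187 dimerizer at 100 nM; 0% = DMSO with dimerizer and 100% = rapamycin at 8.4 µM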
The depositor's hits bear a star; . = no result given; & = joins results of further samples; [ ] = dose if it differs, or a comment.

SMILES	Mdm2 ligase inh	NPY2 pot ag	BaF3 parental	Wee1 degr inh	S1P4 ag	Ba/F3 V617F tox	S1P4 antag	eIF4E-4G inh	PERK inhibitor
COCCNC(=S)N(CCc1c(C)[nH]c2ccc(Cl)cc12)Cc1cccs1	0	19	4	-1	0.7	0	3	2	0.5
Cn1cc(CC(=O)Nc2cccc(C#N)c2)c2ccccc21	-23	3	7	0	1.9	-2	-3	8	-0.3
c1ccc(-c2ccc(C(c3ccccc3)n3ccnc3)cc2)cc1 (centres undefined)	.	-16&-9	9&-7	-2&-2	-0.1&0.7	-5&1	-11&12	9&5	-0.6&-0.4
CCN(C(=O)CSc1nc2ccccc2c(=O)n1C(C)COC)C1CCS(=O)(=O)C1 (centres undefined)	-11	14	-3	0	0.0	0	8	1	0.5
CS/C(=N\S(=O)(=O)c1cccs1)Nc1ccc(F)cc1	-6	3	3	-1	2.4	2	-10	-8[fluorescence artefact?]	-0.6
COc1c(F)c(F)c(C(=O)Nc2ccc(-c3nc4ccccc4[nH]3)cc2)c(F)c1F	-12	-34	0	10.0*	-0.1	3	-10	-4	0.5
O=C(CSc1ncn(-c2ccccc2)n1)Nc1nc2ccccc2s1	-14	-28	0	-1	-1.4	2	-1	19	0.3
CCN(CC)S(=O)(=O)c1ccc(Cl)c(NC(=O)CSc2nnc(-c3cccs3)o2)c1	-2	9	2	-2	-2.5	-2	-7	-1	-0.3
CCCC(=O)N1CCN(S(=O)(=O)c2cc(Cl)ccc2OC)CC1	3	-3	1	1	0.0	0	-8	1	-1.1
O=C(CCC(=O)c1ccc(F)cc1)Nc1cccc(S(=O)(=O)Nc2cccc(Cl)c2)c1	-3	7	-1	-1	-1.4	1	1	6[fluorescence artefact?]	0.1
COC(=O)c1c(C)[nH]c(C(=O)NCc2ccco2)c1C	-3	10	7	3	-1.1	4	-11	-1	0.1
O=C(NC(CC(=O)N1CCN(c2ccccc2)CC1)c1ccccc1)c1ccccc1Cl (centres undefined)	1	3	6	7	0.9	3	-15	1[fluorescence artefact?]	-0.1
COc1ccc(C(=O)Nn2c(SCC(=O)NC3CCCC3)nc3ccccc3c2=O)cc1	-59	-29	13	-4	-0.5	9	0	4	0.7
CCOC(=O)c1csc(NC(=O)c2ccc(S(=O)(=O)N(CC)CC)cc2)n1	.	17	-2	5	0.7	-3	-11	-1	-0.7
COc1ccc(-n2c(C)nn(C)c2=O)c(OC)c1	-19	-6	0	1	-0.6	-5	-23	-1	2.3
COc1ccc(OCC(O)CN2CCN(c3ccc(Cl)cc3)CC2)cc1 (centres undefined)	.	-7	-3	2	-1.0	-3	-16	0	1.1
Cc1cc(=O)[nH]c(S)c1C#N	-8	-18	4	-2	-0.4	-7	13	3	0.6
CC(=O)Nc1ccc(C(F)(F)F)cc1Cl	-13	1	-4	-1	0.4	1	-8	1	1.2
CC1CCCN(C(=O)COc2ccc(NC(=O)c3cccs3)cc2)C1 (centres undefined)	12	-14	7	8	-0.4	2	19	5	0.0
COC(=O)c1ccccc1-c1ccc(/C=N/NC(=O)c2cc3ccccc3o2)o1	4	-16	6	-2	-0.1	5	-3	-1[fluorescence artefact?]	-1.7
Cc1ccc2nc(CSc3nnc(Nc4ccccc4F)s3)cc(=O)n2c1	-8	-15	6	-2	0.4	3	-7	0	-0.4
CCOC(=O)C(C)c1n[nH]c(=O)c2ccccc12 (centres undefined)	-16	-11	3	-1	0.2	2	-7	3	-0.1
Nc1ncc2c(n1)-c1cc(Cl)ccc1SC2	-13	-1	12	-2	-1.1	3	-22	1	0.7
COc1ccc(N(CC(=O)Nc2cccc(N(C)S(C)(=O)=O)c2)S(=O)(=O)c2ccccc2)cc1Cl	4	-8	3	2	0.2	5	-11	0	0.8
COC(=O)C/C(C)=N/Nc1ccc(S(=O)(=O)N2CCCC2)cc1[N+](=O)[O-]	-3	2	4	1	4.0	-4	-17	-2[fluorescence artefact?]	1.1

Part of the list above, with two lines to a compound.
Order of results: Mdm2 ligase inh	NPY2 pot ag	BaF3 parental	Wee1 degr inh	S1P4 ag	Ba/F3 V617F tox	S1P4 antag	eIF4E-4G inh	PERK inhibitor
- O=C(NC(CC(=O)N1CCN(c2ccccc2)CC1)c1ccccc1)c1ccccc1Cl (centres undefined)
    1	3	6	7	0.9	3	-15	1[fluorescence artefact?]	-0.1
- COc1ccc(C(=O)Nn2c(SCC(=O)NC3CCCC3)nc3ccccc3c2=O)cc1
    -59	-29	13	-4	-0.5	9	0	4	0.7
- CCOC(=O)c1csc(NC(=O)c2ccc(S(=O)(=O)N(CC)CC)cc2)n1
    .	17	-2	5	0.7	-3	-11	-1	-0.7
- COc1ccc(-n2c(C)nn(C)c2=O)c(OC)c1
    -19	-6	0	1	-0.6	-5	-23	-1	2.3
- COc1ccc(OCC(O)CN2CCN(c3ccc(Cl)cc3)CC2)cc1 (centres undefined)
    .	-7	-3	2	-1.0	-3	-16	0	1.1
- Cc1cc(=O)[nH]c(S)c1C#N
    -8	-18	4	-2	-0.4	-7	13	3	0.6
- CC(=O)Nc1ccc(C(F)(F)F)cc1Cl
    -13	1	-4	-1	0.4	1	-8	1	1.2
- CC1CCCN(C(=O)COc2ccc(NC(=O)c3cccs3)cc2)C1 (centres undefined)
    12	-14	7	8	-0.4	2	19	5	0.0
- COC(=O)c1ccccc1-c1ccc(/C=N/NC(=O)c2cc3ccccc3o2)o1
    4	-16	6	-2	-0.1	5	-3	-1[fluorescence artefact?]	-1.7
- Cc1ccc2nc(CSc3nnc(Nc4ccccc4F)s3)cc(=O)n2c1
    -8	-15	6	-2	0.4	3	-7	0	-0.4
- CCOC(=O)C(C)c1n[nH]c(=O)c2ccccc12 (centres undefined)
    -16	-11	3	-1	0.2	2	-7	3	-0.1
- Nc1ncc2c(n1)-c1cc(Cl)ccc1SC2
    -13	-1	12	-2	-1.1	3	-22	1	0.7
- COc1ccc(N(CC(=O)Nc2cccc(N(C)S(C)(=O)=O)c2)S(=O)(=O)c2ccccc2)cc1Cl
    4	-8	3	2	0.2	5	-11	0	0.8
- COC(=O)C/C(C)=N/Nc1ccc(S(=O)(=O)N2CCCC2)cc1[N+](=O)[O-]
    -3	2	4	1	4.0	-4	-17	-2[fluorescence artefact?]	1.1

Another view of 2 compounds above:
Every second line gives: Mdm2 ligase inh	NPY2 pot ag	BaF3 parental	Wee1 degr inh	S1P4 ag	Ba/F3 V617F tox	S1P4 antag	eIF4E-4G inh	PERK inhibitor
> COc1c(F)c(F)c(C(=O)Nc2ccc(-c3nc4ccccc4[nH]3)cc2)c(F)c1F
 : -12	-34	0	10.0*	-0.1	3	-10	-4	0.5
> O=C(CSc1ncn(-c2ccccc2)n1)Nc1nc2ccccc2s1
 : -14	-28	0	-1	-1.4	2	-1	19	0.3

Following part:
SMILES	Mdm2 ligase inh	NPY2 pot ag	BaF3 parental	Wee1 degr inh	S1P4 ag	Ba/F3 V617F tox	S1P4 antag	eIF4E-4G inh	PERK inhibitor
COc1ccc(C(=O)c2cnc[nH]2)cc1	-5	5	-5	-4	1.8	-3	0	-1	1.4
CCC(=O)Oc1ccc(C(=O)Nc2cccc(C(=O)NCC(C)C)c2)cc1	-75	-8	7	4	0.8	1	-2	0	0.9
CCN1CCN(C(=S)NC(=O)/C=C/c2cccs2)CC1	-13	-14	1	0	-1.6	4	-8	-2	-0.7
COc1cc(CC(=O)NCC2COc3ccccc3O2)cc(OC)c1OC (centres undefined)	-6	3	9	3	1.6	2	-24	1	-0.5
Oc1ccc(Br)cc1/C=N/N1CCN(Cc2cccc3ccccc23)CC1	-73	6	0	2	2.3	-2	-1	8	1.1
COc1cccc(C(=O)/C=C/Nc2ccc(S(=O)(=O)Nc3cnc4ccccc4n3)cc2)c1	-6	5	0	-4	4.0	-1	2	-1[fluorescence artefact?]	1.3
O=C(COc1ccc(C(=S)N2CCOCC2)cc1)Nc1ccccc1C(F)(F)F	-14	-4	3	2	-1.9	1	10	1	-0.5
CCOc1ccc2c(c1)C(c1ccc(C)cc1)=NNC(c1ccc(OC)cc1)=N2	-20	-20	2	6	-1.8	-2	11	6	-1.4
COCCn1c(CCc2ccccc2)n[nH]c1=S	0	-2	0	-2	-0.1	-5	-6	-2	0.1
Nc1nonc1-c1noc(COc2ccccc2Cl)n1	.	0	2	4	0.3	4	-20	-1[fluorescence artefact?]	-0.5
Fc1ccc(Oc2ncccn2)c(F)c1	-7	3	3	6	0.6	3	-27	-19	-1.2
Cc1nonc1OCCNc1ccc([N+](=O)[O-])cc1	1	10	2	-3	0.3	0	-15	-2[fluorescence artefact?]	-0.6
CCO[C@H]1OC(C(=O)N2CCCCCCC2)=C[C@@H](c2ccc(C(F)(F)F)cc2)[C@@H]1CCCO	.	10	-1	-3	0.1	-1	15	1	0.4
CC1(C)Cc2c(c(N3CCOCC3)nc3sc4c(N5CCOCC5)nnnc4c23)CS1	-3	9	-2	-1	1.0	2	-10	3	-1.0
C=CCN(c1ccc(C(=O)Nc2ccc(C)cc2)cc1)S(C)(=O)=O	5	-4	7	1	1.0	4	-8	1	0.6
Cn1cnnc1SCC(=O)Nc1ccc2nc(SCc3ccccc3Cl)sc2c1	-3	-20	11	-2	-0.4	6	-8	-6	-0.6
CCOc1ccc(-n2c(SCc3ccc(C#N)cc3)nnc2-c2cccnc2)cc1	-6	-11	-3	-3	0.1	-2	-4	1	-1.1
N#Cc1cc2c(=O)n3ccccc3nc2n(CCCn2ccnc2)c1=N	-13	-8	1	-1	4.3	3	0	.	0.4
O=C(NCc1ccco1)C(c1cccnc1)N(C(=O)Cn1nnc2ccccc21)c1ccc(F)cc1 (centres undefined)	-27	10	5	4	0.9	1	5	-4	-0.7
CCCCCCNC(=O)C(=O)NCCc1ccc(Cl)cc1	-6	-10	7	-4	-0.4	1	8	-1	0.9
COCCN1Cc2cccc(C(=O)NCc3cccnc3)c2C1=O	-18	-2	8	-2	0.1	-1	-4	1	0.1
O=C(COC(=O)c1cc(Br)ccc1Cl)NC1CCCC1	-11	-7	4	-1	0.3	1	-11	-7	0.8
NS(=O)(=O)c1ccc(CCNc2ncnc3c2c(-c2ccccc2)cn3-c2ccc(F)cc2)cc1	-4	-7	2	-2	-0.8	-2	-11	-3	-0.2
COc1ccc(N/N=C(\C#N)C(=O)NCCc2ccc(OC)c(OC)c2)cc1	6	10	1	7	0.0	-2	-6	-1	-0.8
COc1ccc(CCNC(=O)c2c(C)cc(=O)oc2C)cc1OC	-7	-18	10	2	-0.1	2	-1	-2	-0.2
CC(C)(O)C#Cc1ccc(C(=O)N2CCN(c3ccc([N+](=O)[O-])cc3)CC2)cc1	4	20	2	-1	1.7	0	-19	-5	1.0
CNC(=O)CS(=O)CC(=O)Nc1cc(OC(C)C)c(Cl)cc1Cl (centres undefined)	-22	9	5	-1	0.2	4	9	0	1.1
O=C(N1CCOCC1)N1CCN(C(=O)N2CCOCC2)CC1	.	10	0	2	0.5	-3	-4	.	0.4
O=C1/C(=C/c2cccnc2)CCc2c1[nH]c1ccccc21	-18	2	-3	2	2.6	-3	-24	1	0.1
Cc1cc(N2C(=O)C3C4C=CC(C4)C3C2=O)ccc1Br (centres undefined)	-1	6	1	-3	1.3	-4	5	-2	-0.3
